RBBP9 inhibitor – blocks human serine hydrolase RBBP9 | recombinant RBBP9, FP-Rh probe fluorescence polarization | inhibition, % at 7.94 µM | O75884 | actives 0.2% (n = 220,000) | AID 1515;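 active means inhibition above the campaign mean of all tested compounds plus 3 SD, cut at about 14% in these data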;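 further: plate controls were DMSO wells with RBBP9 for no effect and wells lacking RBBP9 protein for full effect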
Target sequence (O75884 whole entry, looked up): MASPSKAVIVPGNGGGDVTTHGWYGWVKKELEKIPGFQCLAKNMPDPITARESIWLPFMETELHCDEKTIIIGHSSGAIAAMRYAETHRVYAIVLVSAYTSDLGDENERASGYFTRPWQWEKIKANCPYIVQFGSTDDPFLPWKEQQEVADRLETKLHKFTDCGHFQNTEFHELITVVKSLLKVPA
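system = RBBP9 protein | input = RBBP9 at 2.5 µM in dispensed solution, before mixing | measured by = fluorescence polarization (mP), excitation 525 nm, emission 598 nm | incubation = enzyme-compound preincubation 30 min, then probe labeling 45 min, 25 °C | buffer or medium = Tris-NaCl-Pluronic buffer, pH 8.0 | compound = single dose 7.94 µM | also added = FP-Rh probe, 375 nM dispensing solution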
Furin inh – inhibitors of human furin | P09958 | purified furin, fluorogenic substrate cleavage | inhibition, % at 30 µM | actives 0.061% (n = 220,000); in the data active means inhibition above about 25%; further: inactives centre near -15
Ba/F3 V617F tox – loss of viability in JAK2V617F-driven Ba/F3 cells; Ba/F3 EpoR-JAK2V617F viability, ATP luminescence; inhibition, % at 5.6 µM; actives 1.1% (n = 220,000);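 active means inhibition above the campaign mean plus 3 SD over all tested compounds, cut at about 24% in these data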;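 further: cytokine-independent growth of Ba/F3 cells driven by EpoR plus mutant JAK2; 0% = DMSO-treated cells and 100% = JAK inhibitor I control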
PPC-1+TRAIL kill – PPC-1 cancer cell killing with TRAIL present; actives 0.41% (n = 220,000); cell killing (% activity), % at 4 µM; AID 1443; PPC-1 cells + TRAIL, ATPLite viability luminescence;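 active means cell killing above 50% in the first pass at 4 µM, then a duplicate retest at 5 µM averaging 50% or more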;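 further: plate controls were cells with TRAIL plus DMSO for no effect and medium-only wells lacking cells for full effect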
p97 inhibitor – human p97 ATPase inhibition. actives 0.42% (n = 220,000). inhibition, % at 8 µM. recombinant p97 ATPase, Kinase-Glo ATP luminescence, 3 h; in the data active means inhibition above about 15%;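 further: 0% = DMSO vehicle and 100% = wells lacking enzyme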
BaF3 tox – counter-screen for JAK2V617F inhibitors: parental Ba/F3 viability inhibitors. inhibition, % at 5.6 µM. CellTiter-Glo ATP luminescence. actives 1.1% (n = 220,000);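 active means inhibition above a per-campaign cutoff, the mean inhibition of all tested compounds plus 3 SD, cut at about 27% in these data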;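 further: 0% = DMSO wells and 100% = JAK Inhibitor I control wells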
EP2 antag – blocks the human prostaglandin E2 receptor EP2; P43116; inhibition, % at 25 µM; C6 glioma cells expressing human EP2, cAMP TR-FRET; cells stimulated with saturating PGE2; actives 0.52% (n = 260,000);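 active means percent inhibition above 40 after rounding to a whole number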;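 further: rat C6 glioma host cells with rolipram phosphodiesterase inhibitor present; the protocol text gives 20 µM as final concentration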
Target sequence (P43116 whole entry, looked up): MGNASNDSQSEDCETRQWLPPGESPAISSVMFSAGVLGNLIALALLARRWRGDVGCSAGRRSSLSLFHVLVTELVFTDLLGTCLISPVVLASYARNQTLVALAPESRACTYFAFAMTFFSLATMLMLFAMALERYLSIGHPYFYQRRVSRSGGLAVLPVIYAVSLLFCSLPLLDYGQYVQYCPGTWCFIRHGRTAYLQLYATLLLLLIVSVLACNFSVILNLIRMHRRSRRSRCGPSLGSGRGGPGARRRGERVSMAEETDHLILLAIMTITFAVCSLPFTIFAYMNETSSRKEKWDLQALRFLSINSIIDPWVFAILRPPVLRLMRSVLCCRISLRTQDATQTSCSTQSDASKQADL
p47phox inh – inhibitors of human p47phox binding; P14598; p47phox/p22phox peptide binding, fluorescence polarization, 2 h; inhibition, % at 24.7 µM; actives 0.53% (n = 220,000); AID 1274;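 active means inhibition above about 30%, limit read from the data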;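 further: 0% = p47phox with labelled peptide and 100% = labelled peptide alone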
Target sequence (P14598 whole entry, looked up): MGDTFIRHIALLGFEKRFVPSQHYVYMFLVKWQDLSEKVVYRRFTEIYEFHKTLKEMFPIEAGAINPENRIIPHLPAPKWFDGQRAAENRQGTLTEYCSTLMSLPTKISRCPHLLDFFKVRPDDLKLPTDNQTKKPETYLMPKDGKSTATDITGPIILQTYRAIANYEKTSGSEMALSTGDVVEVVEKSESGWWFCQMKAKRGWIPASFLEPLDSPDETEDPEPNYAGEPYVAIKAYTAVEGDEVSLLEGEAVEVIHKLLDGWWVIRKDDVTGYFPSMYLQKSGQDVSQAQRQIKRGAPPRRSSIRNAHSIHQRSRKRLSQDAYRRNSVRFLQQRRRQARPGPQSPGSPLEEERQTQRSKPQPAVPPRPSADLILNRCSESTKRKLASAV
Tb hexokinase – blocks Trypanosoma brucei hexokinase 1 activity. inhibition, % at 10 µM. actives 0.11% (n = 220,000). recombinant TbHK1, G6PDH-coupled NADH A340;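 active means inhibition of 50% or more in the single-dose primary screen; inactive means inhibition below 50%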
Numbers without * were called inactive; . = no result given; & = joins results of further samples; [ ] = dose if it differs, or a comment. An excerpt, so the mix of outcomes need not match the whole.

SMILES | RBBP9 inhibitor | Furin inh | Ba/F3 V617F tox | PPC-1+TRAIL kill | p97 inhibitor | BaF3 tox | EP2 antag | p47phox inh | Tb hexokinase
CCOC(=O)c1cccc(P(C)(C)=O)c1 | -6 | -24 | -2 | 24 | 6 | 5 | 5 | -11 | 5
CCc1c(C)nc2cc(C)[nH]n2c1=O | -6 | -6[20 µM] | -1 | -2 | -2 | 6 | 15 | -12 | 2
S=C(NCc1ccc(Cl)cc1Cl)NC1CCCCC1 | -3 | -13 | -3 | 10 | 3 | 2 | 10 | -30 | 8
CC1=C(C(=O)Nc2ccccc2C)C(c2cccnc2)n2nc(CCCO)nc2N1 (stereo not given) | 2 | -16[20 µM] | 0 | 12 | 0 | 4 | 10 | -5 | 2
Cn1c(OCc2cccnc2)nc2c1c(=O)n(Cc1ccc(Cl)cc1)c(=O)n2C | 0 | -21[20 µM] | -3 | . | 3 | -2 | 16 | . | -8
CCC(=O)NC(=S)Nc1ccc(NC(=O)c2cc3ccccc3o2)c(OC)c1 | 5 | -14 | 5 | -7 | 0 | 8 | 6 | 2 | -23
CCn1cc(Cl)c(C(=O)NNC(=O)CCn2nc(C)c([N+](=O)[O-])c2C)n1 | 1 | -9 | 0 | -12 | 5 | 7 | 4 | -7 | 0
Cn1c(C(=O)NCCN2CCN(Cc3ccccc3)CC2)cc2c(=O)n(C)c3ccccc3c21 | . | -12 | . | 6 | . | . | 6 | 4 | -13
CCCCOc1ccc(C2C(=O)N(C3CCCCC3)CC(=O)N2CC2CCCO2)cc1 (stereo not given) | -7 | -6 | 0 | 0 | -4 | 3 | 8 | -16 | -4
CCC(CO)Nc1ccc(-c2nn(C)c(=O)c3ccccc23)cc1[N+](=O)[O-] (stereo not given) | -3 | -10 | -1 | 0 | -2 | 1 | 10 | -1 | -10
CC1Oc2ccccc2N(CC(=O)N(Cc2ccccc2)Cc2ccccn2)C1=O (stereo not given) | -5 | -6[20 µM] | 3 | 3 | -4 | 8 | 11 | 0 | 2
O=C(NCCCO)c1ccc(CSc2nc3ccccc3c(=O)[nH]2)cc1 | -3 | -18 | -4 | -9 | 2 | 1 | 7 | -1 | -6
O=C(c1ccco1)N1CCN(Cc2ccc(Cl)cc2)CC1 | -8 | -20 | 1 | -3 | -3 | 5 | 11 | -4 | 0
Cc1ccc(-c2csc(N(Cc3ccccc3)C(=O)COc3ccccc3)n2)cc1 | 2 | 8[20 µM] | -2 | 2 | 4 | 2 | 10 | -3 | -13
CCc1ccc([C@@H]2C[C@H]3CN(Cc4ccccc4OC)C(=O)[C@]34CCCN24)cc1 | -5 | -20 | -4 | 9 | 1 | 3 | 3 | -19 | -3
Fc1ccccc1Nc1nc2c(s1)CCc1ccccc1-2 | -1 | -14 | -2 | 19 | 0 | 3 | 21 | -21 | 20
CN(CCc1ccccn1)Cc1ccc(Cl)cc1Cl | -7 | -29 | -2 | 20 | 5 | 1 | 7 | -11 | -3
COC(=O)c1ccc(N2C(=O)CC(N(C)CCc3ccc(OC)c(OC)c3)C2=O)cc1 (stereo not given) | -8 | -29 | -2 | 14 | 3 | 4 | 11 | 0 | -3
CCCc1nnc(NC(=O)Cn2c(=O)sc3ccccc32)s1 | -2 | -16 | 1 | 0 | 0 | 3 | 8&8 | 5 | 22
C/C(N)=C(/C#N)C(=O)CSc1nc2ccccc2c(=O)n1-c1ccc(C)cc1 | -7 | -11 | 5 | 24 | -4 | 2 | 11 | -56 | -4
CC(=O)c1ccc(NC(=O)CC2Nc3cccc4cccc(c34)NC2=O)cc1 (stereo not given) | 7 | -24 | -2 | -5 | 11 | 2 | 23 | -1 | -12
CCN(CC)CCN1C(=O)Cn2c(C)c(C)c3cccc1c32 | -7&-2 | -6[20 µM] | 3&3 | 11&34 | -8&-1 | 8&10 | 12&9 | 0&-10 | -2&-2
Cc1noc(C)c1COc1cccc(C(=O)OC(C)C#N)c1 (stereo not given) | -6 | -25 | 0 | 1 | 6 | 6 | 1 | -6 | 0
COC(=O)c1ccc(COc2ccc(NC(C)=O)cc2)o1 | -3 | -23 | 0 | 10 | 1 | -1 | 14 | -5 | 3
CCOC(=O)C1=C(CC)OC(N)=C(C#N)C1c1cc(OC)ccc1OC (stereo not given) | -8 | -10 | 2 | -1 | -2 | 4 | 1 | -7 | -1
CC(C)CCNC(=O)[C@H](CSCc1ccccc1)N1Cc2ccccc2C1=O | -9 | 0 | 4 | 19 | -4 | 7 | 14 | 5 | 7
Cc1cc(C)cc(OCc2nnc(SCC(=O)OC3CCCCC3)o2)c1 | -3 | -17 | -2 | 0 | 5 | 0 | 4&11 | -11 | -2
Cc1ccc(C(=O)C[n+]2cc(Br)cc(Br)c2)cc1[N+](=O)[O-] | -10 | 8 | 0 | 28 | 5 | 4 | 8 | 3 | 5
CCOC(=O)c1ccc(NC(=O)CCc2nc(-c3cccc(C)c3)no2)cc1 | -8 | -6[20 µM] | 4 | 4 | -3 | 9 | 10 | -3 | -7
O=C(NCCc1nnc2ccc(NCC3CCCO3)nn12)c1ccccc1 (stereo not given) | -13 | -28 | -2 | 28 | 7 | 2 | 2 | -8 | 4
O=C1C2=C(c3ccccc31)[N+](=O)C1CCCCC1N2[O-] (stereo not given) | 2 | -25[20 µM] | -2 | 9 | 3 | 2 | 7 | -2 | -6
CC(CSc1nc2ccccc2s1)Cn1c(N2CCCC2)nc2c1c(=O)[nH]c(=O)n2C (stereo not given) | -12 | -1 | 4 | 15 | 1 | 9 | 12 | 0 | 5
O=C(CSc1nc(O)cc(=O)[nH]1)N1c2ccccc2CCc2ccccc21 | 3 | -24 | -2 | -2 | 5 | -8 | 2 | -25 | -4
COc1cnn(C(C)(C)C)c(=O)c1Cl | 1 | -13 | -2 | 12 | 0 | 7 | 3 | -8 | 3
CC(=O)Nc1ccc(NC(=O)CSc2ccc(-c3cccs3)nn2)cc1 | 3 | -17 | -3 | 18 | 2 | 0 | 3 | -13 | -11
COC(=O)c1c(C)cc(C)c2c1CC(C)(C)C2=O | -5 | -7 | -1 | -16 | 1 | 2 | 7 | -3 | -2
CCc1ccc(/C=C2/C(=O)N(c3ccccc3)C(=S)N2CC(=O)OC)s1 | -5 | -7 | 3 | 8 | -6 | 9 | 9 | -83 | -6
COc1ccc(CN2C(=O)CC(Cc3ccc(C)cc3)C2=O)cc1OC (stereo not given) | 5 | -23 | 11 | 9 | 5 | -1 | 4 | -3 | -3
Cc1ccc(C)c(NC(=O)C(=O)NCc2ccccn2)c1 | -9 | -2 | 6 | 14 | -6 | 6 | 7 | 4 | 38
CCNc1nc(Oc2ccc(=O)n(C)n2)nc(N2CCOCC2)n1 | -5 | -22 | 3 | 14 | -1 | 4 | 13 | -1 | -3

An excerpt of these results, with tabs.
smiles	RBBP9 inhibitor	Furin inh	Ba/F3 V617F tox	PPC-1+TRAIL kill	p97 inhibitor	BaF3 tox	EP2 antag	p47phox inh	Tb hexokinase
CC(=O)c1ccc(NC(=O)CC2Nc3cccc4cccc(c34)NC2=O)cc1 (stereo not given)	7	-24	-2	-5	11	2	23	-1	-12
CCN(CC)CCN1C(=O)Cn2c(C)c(C)c3cccc1c32	-7&-2	-6[20 µM]	3&3	11&34	-8&-1	8&10	12&9	0&-10	-2&-2
Cc1noc(C)c1COc1cccc(C(=O)OC(C)C#N)c1 (stereo not given)	-6	-25	0	1	6	6	1	-6	0
COC(=O)c1ccc(COc2ccc(NC(C)=O)cc2)o1	-3	-23	0	10	1	-1	14	-5	3
CCOC(=O)C1=C(CC)OC(N)=C(C#N)C1c1cc(OC)ccc1OC (stereo not given)	-8	-10	2	-1	-2	4	1	-7	-1
CC(C)CCNC(=O)[C@H](CSCc1ccccc1)N1Cc2ccccc2C1=O	-9	0	4	19	-4	7	14	5	7
Cc1cc(C)cc(OCc2nnc(SCC(=O)OC3CCCCC3)o2)c1	-3	-17	-2	0	5	0	4&11	-11	-2
Cc1ccc(C(=O)C[n+]2cc(Br)cc(Br)c2)cc1[N+](=O)[O-]	-10	8	0	28	5	4	8	3	5
CCOC(=O)c1ccc(NC(=O)CCc2nc(-c3cccc(C)c3)no2)cc1	-8	-6[20 µM]	4	4	-3	9	10	-3	-7
O=C(NCCc1nnc2ccc(NCC3CCCO3)nn12)c1ccccc1 (stereo not given)	-13	-28	-2	28	7	2	2	-8	4
O=C1C2=C(c3ccccc31)[N+](=O)C1CCCCC1N2[O-] (stereo not given)	2	-25[20 µM]	-2	9	3	2	7	-2	-6
CC(CSc1nc2ccccc2s1)Cn1c(N2CCCC2)nc2c1c(=O)[nH]c(=O)n2C (stereo not given)	-12	-1	4	15	1	9	12	0	5
O=C(CSc1nc(O)cc(=O)[nH]1)N1c2ccccc2CCc2ccccc21	3	-24	-2	-2	5	-8	2	-25	-4
COc1cnn(C(C)(C)C)c(=O)c1Cl	1	-13	-2	12	0	7	3	-8	3

Next part:
SMILES | RBBP9 inhibitor | Furin inh | Ba/F3 V617F tox | PPC-1+TRAIL kill | p97 inhibitor | BaF3 tox | EP2 antag | p47phox inh | Tb hexokinase
CCOC(=O)Cc1csc(NC(=O)Nc2ccc(C)cc2)n1 | -14 | -7 | 7 | 11 | -8 | -1 | 5 | 5 | -1
Cc1ccc(C)c(-n2c(SCC(=O)NC(C(=O)O)C(C)C)nnc2-c2cccc(Cl)c2)c1 (stereo not given) | -3 | -18 | 3 | -13 | 0 | 4 | 2 | -6 | -3
CCN(CC)S(=O)(=O)c1ccc(C(=O)N(c2ccc(C)cc2)C2C=CS(=O)(=O)C2)cc1 (stereo not given) | -1 | -25 | 5 | 18 | -1 | 8 | 10 | -4 | -3
Cc1cccc(NC(=O)CNC(=O)COc2ccc(C(=O)c3ccc(F)cc3)cc2)c1C | -5 | -13 | -1 | 1 | -1 | 5 | 3 | 9 | 0
CSc1ccc(/C=C(\NC(=O)c2ccc(C)cc2)C(=O)Nc2cccc(C)c2)cc1 | 2 | -19 | 0 | 16 | 3 | 6 | 2 | -24 | -48
CC(C)CC(NC(=O)C(NC(=O)C(Cc1ccc(OCc2ccccc2)cc1)NC(=O)OC(C)(C)C)C(C)C)C(N)=O (stereo not given) | -7 | -17 | 0 | 13 | -2 | 5 | 16 | -8 | -2
O=C(N/C(=C/c1cn(-c2ccccc2)nc1-c1ccccc1)C(=O)N1CCOCC1)c1ccc(Cl)cc1Cl | -5 | -4 | -2 | 18 | 4 | 3 | 9 | 4 | -3
CC(=O)Nc1nc2ccc(C(=O)NCCOC(=O)C3CCCCC3)cc2s1 | -9 | -39 | -2 | 7 | 2 | 0 | 5 | 5 | 2
O=C(OC1CCc2ccccc2C1=O)c1ccccc1O (stereo not given) | -8 | -15[20 µM] | -4 | -4 | 1 | 1 | 12 | -6 | 5
O=C(N/N=C/c1c(-c2ccccc2)[nH]c2ccccc12)c1cccnc1 | -4 | -10 | 64* | 4 | 6 | 55* | 14 | -30 | -21
C=CCn1c(SCC(=O)O)nnc1-c1ccc(C(C)(C)C)cc1 | -12 | -6 | 2 | -8 | -9 | 1 | 8 | -6 | -5
